High-throughput results: PubChem, The Scripps Research Institute Molecular Screening Center
ASAP1 GAP inh: ASAP1 ArfGAP inhibition; inhibition, % at 16.5 µM; ASAP1-stimulated ARF1 GTP hydrolysis, GDP FP detection; hit rate 0.19% among 360,000; Q9ULH1; in the data active = inhibition above about 25%;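 also: 0% = vehicle with enzyme and substrate and 100% = no enzyme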
ADAM17 inh: inhibits human ADAM17; inhibition, % at 6.95 µM; AID 720648; hit rate 0.83% among 370,000; recombinant ADAM17, EDANS/DABCYL FRET peptide cleavage;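 active = inhibition above the mean of compounds lying between control limits plus 3 SD, set per campaign, cut at about 8.5% in these data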;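 also: 0% = DMSO-only wells as the low control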
Target sequence (P78536 215-824 limits assumed): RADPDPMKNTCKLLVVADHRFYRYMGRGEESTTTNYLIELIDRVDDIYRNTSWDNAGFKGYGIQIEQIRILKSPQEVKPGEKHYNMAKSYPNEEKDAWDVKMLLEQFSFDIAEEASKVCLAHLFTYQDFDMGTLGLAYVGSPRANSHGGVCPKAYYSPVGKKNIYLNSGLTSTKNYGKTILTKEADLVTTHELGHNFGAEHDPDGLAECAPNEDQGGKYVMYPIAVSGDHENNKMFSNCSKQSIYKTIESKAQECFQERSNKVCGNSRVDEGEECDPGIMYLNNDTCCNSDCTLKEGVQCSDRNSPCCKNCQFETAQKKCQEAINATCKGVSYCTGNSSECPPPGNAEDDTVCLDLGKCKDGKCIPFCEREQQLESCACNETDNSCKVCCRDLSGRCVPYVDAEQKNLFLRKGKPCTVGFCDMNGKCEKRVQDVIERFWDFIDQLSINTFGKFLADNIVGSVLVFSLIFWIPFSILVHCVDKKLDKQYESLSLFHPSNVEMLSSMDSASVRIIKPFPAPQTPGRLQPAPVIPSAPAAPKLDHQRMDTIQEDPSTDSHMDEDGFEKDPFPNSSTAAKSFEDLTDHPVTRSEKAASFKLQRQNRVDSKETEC
Tn6 DDE FP: disrupts Tn6 cyclic peptide binding to fibrin D-Dimer-E complex. Fibrin DD(E) TRITC-Tn6 fluorescence polarization displacement. inhibition, % at 8.3 µM. hit rate 0.21% among 370,000. AID 720509;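 active = inhibition above a per-campaign cutoff: mean of compounds within control limits plus 3 SD, cut at about 15% in these data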;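 also: 0% = median of all compound wells on the plate and 100% = blocking peptide control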
Target sequence (P02675 whole entry, looked up): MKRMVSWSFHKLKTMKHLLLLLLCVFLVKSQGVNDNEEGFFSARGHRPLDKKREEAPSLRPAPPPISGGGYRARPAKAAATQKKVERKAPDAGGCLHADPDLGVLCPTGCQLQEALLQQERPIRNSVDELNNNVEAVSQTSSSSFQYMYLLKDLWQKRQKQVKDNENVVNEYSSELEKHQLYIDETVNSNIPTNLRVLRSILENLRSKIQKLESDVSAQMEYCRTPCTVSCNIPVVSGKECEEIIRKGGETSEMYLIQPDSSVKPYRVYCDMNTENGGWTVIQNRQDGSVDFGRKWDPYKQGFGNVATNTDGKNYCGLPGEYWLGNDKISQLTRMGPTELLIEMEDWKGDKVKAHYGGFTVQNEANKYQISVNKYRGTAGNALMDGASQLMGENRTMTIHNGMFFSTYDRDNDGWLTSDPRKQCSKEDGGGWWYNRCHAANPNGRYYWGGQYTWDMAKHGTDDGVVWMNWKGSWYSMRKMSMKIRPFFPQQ
UHRF1 binding: UHRF1 methyl-DNA binding inhibition. UHRF1 binding to methylated oligo, TR-FRET. inhibition, % at 4.4 µM. hit rate 0.75% among 370,000. AID 687016; in the data active = inhibition above about 21%;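 also: UHRF1 SRA domain binding a hemimethylated CpG hairpin DNA probe; 0% = median of test compound wells and 100% = reference inhibitor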
ARFGAP1 inh: inhibits rat ARF GTPase activating protein 1; Q62848; Arfgap1-stimulated ARF1 GTP hydrolysis, GDP FP detection; inhibition, % at 16.5 µM; hit rate 0.26% among 360,000; AID 651572;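 active = inhibition above a per-plate limit, mean inhibition of low control wells plus 3 SD, cut at about 25% in these data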;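 also: 0% = DMSO wells with enzyme and 100% = wells lacking Arfgap1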
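Material: truncated rat Arfgap1 GAP domain; Incubation: compound-enzyme preincubation 20 min, reaction 120 min, detection 60 min, 25 °C; Read-out: percent inhibition of Arfgap1-stimulated GTP hydrolysis; Technique: FP, GDP Alexa 633 tracer displaced from anti-GDP antibody, 620/688 nm; Controls: No-Arfgap1 wells (100%) versus DMSO full-reaction wells (0%); Replication: single well per compound.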
PLC-gamma1 inh: inhibitors of human phospholipase C gamma1; P19174; purified PLC-gamma1, fluorogenic substrate, fluorescence; inhibition, % at 12.2 µM; hit rate 0.84% among 370,000; AID 720700; in the data active = inhibition above about 9.5%
PLCb3 inh: inhibitors of human phospholipase C beta3; Purified PLC-beta3, fluorogenic substrate, fluorescence; inhibition, % at 12.2 µM; hit rate 0.18% among 370,000; in the data active = inhibition above about 11%;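 also: 0% = median of compound wells on plate and 100% = full blocker control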
Tn7 DDE FP: DD(E)-Tn7 binding inhibition, primary FP screen; inhibition, % at 8.3 µM; AID 720508; hit rate 0.13% among 370,000; FP displacement of FITC-Tn7 peptide from fibrin DD(E); 0% = median of compound wells per plate;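 active = inhibition above the mean of compounds falling within the control limits plus 3 SD of them, cut at about 14% in these data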;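 also: 0% = plate median of compound wells and 100% = 10 µM Aha-Tn7 peptide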
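Assay system: Fibrin-DD(E) protein isolated from polymerized human fibrin clots; read-out basis: percent inhibition; medium: Tris/NaCl/CaCl2 buffer, pH 7.8; signal: FP measurement; incubation: 10 min plus 3 h, room temperature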
MBD2 inh: inhibitors of human MBD2 binding to methylated oligonucleotide | TR-FRET | hit rate 0.31% among 370,000 | Q9UBB5 | inhibition, % at 4.4 µM; in the data active = inhibition above about 13%
proKLK7 act: activators of human kallikrein-7 zymogen | hit rate 0.9% among 370,000 | activation, % at 7 µM | purified proKLK7, EDANS-DABCYL substrate fluorescence; 100% is mature enzyme control, 0% vehicle | P49862 | AID 652039;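 active = activation above the mean of all tested compounds plus 3 SD, computed per campaign excluding outliers beyond control limits, cut at about 13% in these data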
* = called active by the depositor; nt = not tested or not shown. Random draw from the library; about 4.1% have a hit in one of these screens.

SMILES | ASAP1 GAP inh | ADAM17 inh | Tn6 DDE FP | UHRF1 binding | ARFGAP1 inh | PLC-gamma1 inh | PLCb3 inh | Tn7 DDE FP | MBD2 inh | proKLK7 act
N=c1cc(C2(O)CCCCC2)n2c(nc3ccccc32)s1 | -4 | 0 | 14 | -1 | -11 | -1 | -3 | -2 | -6 | 0.0
O=C(NC[C@@H]1CCCO1)c1cccc2c1C(=O)c1ccc(N3CCOCC3)cc1S2(=O)=O | 0 | -3 | -2 | -7 | 2 | -22 | -31 | 12 | -5 | -0.3
O=C(NC(=S)N(CCCCO)C1CCCCC1)c1sc2ccccc2c1Cl | -1 | -16 | -8 | -2 | -3 | -12 | -15 | -8 | -7 | -0.4
Cc1ccc([C@H]2N[C@]3(CCCN(Cc4ccco4)C3=O)[C@H]3C(=O)N(Cc4ccccc4)C(=O)[C@@H]23)cc1 | 3 | 3 | -3 | 3 | 7 | 12* | 3 | 2 | -1 | 0.4
CC(C)N1CCN(Cc2ccc(OCc3ccccc3)cc2)CC1CCO (stereo unspecified) | -7 | -1 | 2 | -1 | -4 | 5 | -4 | -7 | -6 | 0.2
Cc1ccccc1NC(=O)CSc1nc2ccccc2c(=O)n1CC1CCCO1 (stereo unspecified) | 4 | -3 | 2 | 2 | 1 | 2 | -5 | 8 | -1 | 0.0
C[C@@H](CN1C2=NC[C@H](Cc3ccc(O)cc3)N2C[C@H]1Cc1ccc(O)cc1)NC(=O)CCC1CCCCC1 | -3 | -4 | -4 | 0 | 3 | 3 | 3 | 0 | 2 | 0.4
CCOc1ccccc1-n1c(SCC(=O)Nc2nccs2)nnc1-c1ccoc1C | 3 | -3 | -2 | -2 | 0 | 0 | 0 | -2 | -3 | 1.0
O=C(c1ccccc1Cl)N1CCC(n2cccc2)CC1 | -11 | -1 | -6 | -1 | 7 | 3 | -6 | 5 | -6 | -0.4
CN(C)CCSc1nnc2[nH]c3ccccc3c2n1 | -8 | 2 | 1 | -18 | 4 | -1 | -5 | 5 | -8 | -0.1
O=C1CN(C(=O)c2ccccc2F)C(c2ccc(F)cc2)c2cc(F)ccc2N1 (stereo unspecified) | 3 | -5 | -2 | -1 | 10 | -2 | -6 | 3 | 3 | 0.4
Cc1c(NC(=O)COC(=O)Cn2cc(C(F)(F)F)ccc2=O)cccc1[N+](=O)[O-] | -10 | -3 | 5 | 0 | -6 | -1 | -2 | 2 | 1 | -0.2
COc1ccccc1NC(=O)CSc1nnc(-c2ccccn2)o1 | -2 | 1 | 0 | 2 | -4 | 0 | -3 | 2 | 0 | 0.0
COC(=O)[C@]1(C#N)CC(=O)N(c2ccccc2)[C@@H]1c1ccccc1 | nt | 1 | 3 | 1 | nt | -1 | -1 | -5 | -5 | 0.3
CCC1CCCCN1CCCNC(=O)c1ccc2c(c1)N(Cc1ccc(F)cc1)C(=O)c1ccccc1S2=O (stereo unspecified) | -6 | 0 | -10 | -2 | -6 | 2 | -1 | -4 | -6 | 0.8
O=C(O)CCC1(C(=O)O)CCC(=O)c2ccccc21 (stereo unspecified) | 1 | -2 | 6 | -1 | -6 | 0 | -2 | -1 | -1 | 0.6
Nc1ncnc2nc(SCc3ccccc3)[nH]c12 | 1 | -6 | -9 | 2 | -7 | -2 | 3 | -3 | 7 | 0.2
CC(C)C[C@@H]1COc2cccc(N3CCCCC3)c2S(=O)(=O)N1 | -7 | 2 | -6 | 1 | -4 | -1 | 2 | -10 | 1 | -0.1
O=C1NCCn2ccc(=O)cc21 | -4 | -5 | 10 | 3 | 2 | -3 | -8 | -1 | -1 | -0.6
COc1ccc(-n2nnnc2SCC(=O)Nc2ccccc2F)cc1 | 0 | -2 | 7 | -1 | 3 | 0 | -11 | 3 | -4 | -0.5
COc1ccccc1-c1c(C)nn2c(N)c(-c3ccccc3)cnc12 | 8 | -8 | -2 | 4 | -8 | -61 | -95 | 2 | -2 | 1.6
COc1ccc2nc(SC(C)C(=O)NC3CCCC3)[nH]c2c1 (stereo unspecified) | -12 | -5 | 0 | -2 | -11 | -2 | -3 | 7 | -1 | -0.4
CC(=O)N1CCc2cc3nc(C)cc(C)c3cc21 | 7 | -127 | 6 | 2 | -2 | -156 | -189 | 0 | 2 | 25*
COC(=O)CCCC1=CC2=C(c3ccccc3)C(=O)C(C)(OC(=O)C3CCCC3)C(=O)C2=CN1C1CC1 (stereo unspecified) | 4 | 7 | -6 | 8 | 9 | -12 | -13 | -5 | -2 | 0.0
Cc1[nH]nc2c1C(c1ccc(Br)cc1)N(c1ccccc1)C2=O (stereo unspecified) | 1 | -1 | -2 | -1 | -10 | 5 | 2 | 0 | 3 | 0.0

The results go on:
SMILES | ASAP1 GAP inh | ADAM17 inh | Tn6 DDE FP | UHRF1 binding | ARFGAP1 inh | PLC-gamma1 inh | PLCb3 inh | Tn7 DDE FP | MBD2 inh | proKLK7 act
O=C(O)Cc1ccc(NC(=O)Nc2ccc(Br)cc2)cc1 | 3 | -1 | 1 | -1 | -9 | 0 | 2 | 1 | -4 | 0.3
COc1cccc(CNC(=O)c2cc(C3CC3)nc3c2cnn3C(C)C)c1 | -12 | -28 | -7 | 4 | -8 | -32 | -37 | 9 | 2 | 0.7
COc1ccc(Cl)cc1NC(=O)COC(=O)c1ccc(Br)o1 | 6 | -1 | 8 | 0 | 1 | -1 | 2 | 3 | -1 | -0.5
O=C(c1cc(-c2cccnc2)nc2ccccc12)N1CCCc2ccccc21 | -1 | -1 | 5 | -1 | -6 | 4 | 7 | -4 | 1 | -0.1
Cc1ccc(CNC(=O)C2CCCN(S(=O)(=O)N3CCC(C)CC3)C2)cc1 (stereo unspecified) | -12 | -3 | -9 | 2 | -8 | 1 | -7 | -1 | 1 | 0.4
Cc1ccc(NC(=O)CN(c2ccccc2)S(=O)(=O)N(C)C)cc1C | -14 | -1 | -1 | -2 | 2 | -2 | -1 | 8 | -2 | 0.1
CN(C)CCOC(=O)c1cccc(Br)c1 | 7 | -6 | -2 | -2 | -11 | 0 | 4 | 0 | 3 | 0.1
C=CCNC(=S)/N=c1\sccn1C | -1 | 0 | 2 | 2 | 1 | 4 | 2 | 11 | 4 | 0.3
O=C(COC(=O)C1CCCCC1)Nc1ccccc1OC(F)F | -5 | 2 | 2 | -2 | -9 | 2 | 0 | -4 | -2 | 0.4
Cc1ccccc1OCC(=O)NCC(=O)N/N=C/c1ccc(Br)o1 | -18 | 4 | 7 | 2 | -4 | 0 | -1 | -7 | 3 | 0.2
O=C(COC(=O)Cc1ccc(Cl)cc1)NC1CCCC1 | -10 | -2 | -1 | -2 | -5 | -2 | -5 | 2 | -5 | 0.3
C/C(=N\NC(=O)C1CC1)c1ccc(C)c(C)c1 | 2 | 0 | 5 | -3 | -3 | 2 | -6 | 7 | 0 | 0.4
O=C(C(c1ccccc1)c1ccccc1)N(Cc1ccco1)C1CCS(=O)(=O)C1 (stereo unspecified) | 3 | -2 | 1 | 1 | -3 | 4 | -1 | 4 | 0 | 0.7
COc1ccccc1OCC(=O)N/N=C1\CCc2ccccc21 | 7 | 2 | 1 | 2 | 4 | 4 | 0 | 4 | -1 | -0.1
O=C(NC1CCN(Cc2ccccc2)CC1)C1CCCN(S(=O)(=O)c2cccc3nonc23)C1 (stereo unspecified) | 3 | -3 | 9 | -1 | 3 | 1 | 2 | -2 | -2 | 0.0
CCc1ccc(NC(=O)CN(CC(=O)Nc2ccc(CC)cc2)CC(C)O)cc1 (stereo unspecified) | 8 | 6 | 3 | -2 | -3 | 11* | -1 | -1 | -1 | 0.5
COC(=O)c1cc(OC)c(OC)cc1NC(=O)CCCCCN1C(=O)CCC1=O | -1 | -9 | 8 | -1 | 0 | -6 | -10 | 7 | -4 | 0.2
CCN(CC)c1c(C)nc2ccc(C(=O)Nc3cc(-c4ccccc4)ccc3OC)cn12 | 1 | 1 | 6 | 0 | 2 | -24 | -35 | 3 | -7 | -2.2
CCOc1ccc(NC(=O)Nc2ccc3c(c2)nnn3C)cc1 | -17 | -12 | -3 | -3 | 0 | -14 | -16 | 4 | 2 | -0.1
COCC(=O)N(C)C[C@@H]1Oc2cc(Br)ccc2S(=O)(=O)N([C@H](C)CO)C[C@H]1C | -5 | 0 | -3 | -2 | 3 | 4 | 4 | -5 | 1 | 0.9
O=C(Nc1cccs1)Nc1c(F)c(F)cc(F)c1F | -10 | 2 | 7 | 3 | -2 | -2 | 1 | 6 | 7 | -0.5
CCCCOCCCNC(=O)N[C@H](C(=O)OC)C(C)CC (stereo partly specified) | -11 | -3 | 11 | -1 | 2 | -1 | -5 | 0 | 4 | 1.1
Cc1cc(C)cc(OCC(=O)OCC(=O)c2ccc3c(c2)NC(=O)CO3)c1 | -6 | -2 | 4 | 3 | -4 | 0 | 1 | 0 | 2 | 0.2
CCC(=O)N1c2ccc(S(=O)(=O)N3CCOCC3)cc2CC1C (stereo unspecified) | 3 | -2 | 0 | 11 | -9 | -1 | -8 | -1 | -1 | 0.0
COc1cccc(N2CN(CCc3ccccc3)CNC2=S)c1 | -2 | -6 | 2 | 1 | -2 | -2 | -5 | -5 | 1 | 0.7

One compound at a time (already shown). Order of screens: ASAP1 GAP inh	ADAM17 inh	Tn6 DDE FP	UHRF1 binding	ARFGAP1 inh	PLC-gamma1 inh	PLCb3 inh	Tn7 DDE FP	MBD2 inh	proKLK7 act
Record of Cc1cc(C)cc(OCC(=O)OCC(=O)c2ccc3c(c2)NC(=O)CO3)c1 : -6	-2	4	3	-4	0	1	0	2	0.2
Record of CCc1ccc(NC(=O)CN(CC(=O)Nc2ccc(CC)cc2)CC(C)O)cc1 (stereo unspecified) : 8	6	3	-2	-3	11*	-1	-1	-1	0.5
Record of CCOc1ccc(NC(=O)Nc2ccc3c(c2)nnn3C)cc1 : -17	-12	-3	-3	0	-14	-16	4	2	-0.1

Next part
SMILES | ASAP1 GAP inh | ADAM17 inh | Tn6 DDE FP | UHRF1 binding | ARFGAP1 inh | PLC-gamma1 inh | PLCb3 inh | Tn7 DDE FP | MBD2 inh | proKLK7 act
CCCCCCCc1c(O)nc(SCCN(C)C)[nH]c1=O | -10 | 0 | 7 | -1 | -2 | -2 | -7 | -2 | 4 | 0.4
Cc1ccccc1/[N+]([O-])=C/c1ccncc1 | 5 | -7 | 7 | -7 | -9 | 0 | -1 | -8 | 2 | 1.0
Cc1ccc(C)c(C(=O)Nc2ccncc2)c1 | 7 | -2 | 1 | 2 | -17 | 2 | 6 | -1 | 4 | -0.3
CC(=O)Nc1ccc(NC(=O)CN(C)S(=O)(=O)c2ccc3c(c2)CCC(=O)N3)cc1 | 7 | -1 | 3 | 1 | 1 | 1 | 0 | 0 | -3 | 0.8
Cn1c(=O)c2c3c(sc2n2cnnc12)CCC3 | -1 | -6 | -3 | 2 | 5 | 0 | 1 | 1 | 0 | -0.3
Cn1c(CC(=O)Nc2cccc(Cl)c2Cl)nnc1SCC(=O)NC1=NCCS1 | -5 | 2 | -2 | -3 | 9 | -1 | 1 | 1 | -2 | -0.2
Cc1cccnc1N1C(=O)c2ccc(C(=O)O)cc2C1=O | 4 | 0 | -4 | 2 | -2 | 4 | -3 | 3 | -1 | -0.1
CCCCCn1c(=O)[nH]c2cc(C(=O)N3CCN(c4ccc(C(C)=O)cc4)CC3)ccc2c1=O | -2 | -1 | 1 | 1 | -6 | 0 | -7 | 4 | 4 | -0.3
